# Yfh1-off respiration: enhancers of respiration in Yfh1-depleted yeast, dose response, Friedreich's ataxia, plus single-dose screen (AID 1465). 220,000 tested, 0.074% active. fold induction at 50 µM, or EC50 in µM where a hit was titrated. S. cerevisiae Yfh1-off respiration, WST-1 reduction, 72 h; higher fold induction means a stronger effect;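 active = fold induction of absorbance versus untreated yeast above a set limit, then at least 30% activation at any dose in follow-up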;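 also: activators that raise dye reduction in frataxin-depleted yeast; strong numbers were not always called active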
# HEK293 NOD2/NF-kB: NOD2 signaling inhibitors, cell-based, luminescence, uHTS, HEK293 (AID 1566); inhibition, % at 4 µM, or EC50 in µM where a hit was titrated; 290,000 tested, 0.63% active; HEK293 NOD2/NF-kB luciferase reporter, luminescence; higher % means a stronger effect; in the data active = inhibition above about 50%; also: many of its hits are not listed in these tables
# Lipid droplet: inhibitors of hepatocyte lipid droplet formation, primary screen, imaging, high-throughput imaging, BODIPY stain. AML12 mouse hepatocytes, oleate lipid droplets. inhibition, % at 6.5 µM. 240,000 tested, 0.4% active;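 active = lipid droplet intensity inhibited by at least 50%, with more than 500 cells counted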
#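 Assay system: AML12 mouse liver cells | Compound: 6.5 µM single-point dosing | Schedule: Overnight exposure | Technique: Fluorescence imaging, 20x objective, two fields per well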
# MT stabilizer: microtubule stabilizers in HeLa cells, primary screen, imaging, high-content imaging; HeLa tubulin immunostaining HCS, 24 h; share of cells brighter than vehicle mean+2SD; % tubulin-high responders, % at 10 µM; 200,000 tested, 0.83% active;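 active = plate Z-score above 3 for both tubulin-high and condensed-nucleus cell shares, with cell loss under 80%, at 10 µM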;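 also: anti alpha tubulin signal scored within the nucleus-defined area of each cell; some results filed as inactive read as strong as hits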
# Autophagy HCS: autophagy modulators in MEF cells, primary screen, imaging, high-content, MEF GFP-LC3 | MEF GFP-LC3 puncta imaging; test concentration mostly 10 µM | calls only at 10 µM (by protocol) | 190,000 tested, 0.98% active | AID 463193, 2010;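 active = percentage of spot-positive cells more than 3 SD above its plate mean, without a fluorescence outlier flag or 80% toxicity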;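 also: spot-positive cell cutoff set from DMSO-treated cells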
# bCat nuc transl: modulators of beta-catenin nuclear translocation, primary screen, imaging, HeLa cells, immunofluorescence, high-content; nuclear translocation activity, % at 5 µM; 190,000 tested, 0.3% active;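 active = nuclear translocation activity above 50% at 5 µM, with a well cell count of 50 or more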;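 also: per-cell ratio of nuclear to cytoplasmic median beta-catenin stain intensity; plate controls were DMSO negative control for no effect and GSK-3 inhibitor IX positive control for full effect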
#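 Test system: human HeLa cells, endogenous beta-catenin. Times: 24 h compound exposure, 37°C. Measured by: beta-catenin immunofluorescence imaging with DAPI.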
# Dynein cargo inh: inhibitors of GR-EGFP nuclear translocation, primary screen, dynein cargo transport inhibitor project, imaging, high-content, 3617.4 mouse cells. test concentration mostly 20 µM; stimulated with dexamethasone, 1 µM; stronger effect = lower value. z-score, hits read low. 220,000 tested, 0.47% active;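 active = plate z-score of nuclear minus cytoplasmic receptor signal below a set negative limit, without overly bright fluorescence or cell loss, cut at about -3.5 in these data, passing the limit was not always enough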;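 also: z-score of nuclear minus cytoplasmic ring GR-EGFP intensity difference per well; some compounds called inactive have numbers as strong as hits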
#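 Medium: Induction medium lacking tetracycline, stripped serum | Probe or stimulus: 1.0 µM final dexamethasone stimulus | Schedule: 48 h induction, then 1 h compound, then 30 min agonist, 37 °C | Signal: Automated 10x imaging of fixed Hoechst-stained cells | Evaluation: Per-cell GR-EGFP intensity, nucleus versus surrounding cytoplasmic ring, well-averaged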
# WT yeast gro inh: growth inhibition of WT strain, primary screen, mitochondrial fusion inhibitor project, WT and mutant strains, chemical genetic | mitochondrial fusion phenotypic screen | inhibition, % at 10 µM | 190,000 tested, 2.1% active; in the data active = inhibition above about 58%; tested in S. cerevisiae
# Ins promoter up: insulin promoter activators in MIN6 cells, imaging, high-content screening, mouse beta cells. MIN6 insulin promoter-GFP reporter; stronger effect = higher value. z-score at 5 µM. 190,000 tested, 0.3% active. AID 1625, 2009;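 active = z-score above 3 at 5 µM with at least 500 cells counted in the well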
# WT yeast gro inh mutant strain: second read-out of WT yeast gro inh, no call of its own (marks repeat the call); inhibition, %; mitochondrial fusion phenotypic screen, mutant strain inhibition
# Dynein cargo inh cytoplasmic EGFP: second read-out of Dynein cargo inh, no call of its own (marks repeat the call); z-score; measured here: cytoplasmic GR-EGFP intensity; stronger effect = higher value
# Dynein cargo inh nuclear GR-EGFP: recorded beside Dynein cargo inh, whose call it bears; z-score; measured here: nuclear GR-EGFP intensity;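 lower value marks the stronger effect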
# Dynein cargo inh cell count: further read-out of Dynein cargo inh, marked with its call; z-score; measured here: cell count per field
# Ins promoter up cell count: second read-out of Ins promoter up, no call of its own (marks repeat the call); cell count; measured here: cytotoxicity, nuclei count;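 total cells summed across four imaged fields per well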
# Lipid droplet cells 6.5 µM: second read-out of Lipid droplet, no call of its own (marks repeat the call); cell count; measured here: cell count, cytotoxicity flag;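 cells counted across two imaged fields per well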
# bCat nuc transl cell count 5 µM: recorded beside bCat nuc transl, whose call it bears; cell count; measured here: cell count, cytotoxicity flag
# MT stabilizer Hoechst-high %: also measured in MT stabilizer; calls as there; % Hoechst-high responders; measured here: nuclear condensation Hoechst responders;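 share of cells brighter than vehicle mean plus two SD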
# MT stabilizer cytotoxicity %: second read-out of MT stabilizer, no call of its own (marks repeat the call); toxicity, %; measured here: cytotoxicity by cell density;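 0% = mean cell density of plate MIN control wells and 100% = no cells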
# Autophagy HCS cell loss 18 h: recorded beside Autophagy HCS, whose call it bears; toxicity, %; measured here: cell loss, nuclei count;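 cell loss after 18 h compound exposure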
# Numbers without * were called inactive; i = inactive; . = not tested or not shown. A portion of the library; count on the stated rates, not on these rows.
# Preview, 6 compounds:
item	SMILES	Yfh1-off respiration	HEK293 NOD2/NF-kB	Lipid droplet	Lipid droplet cells 6.5 µM	MT stabilizer	MT stabilizer Hoechst-high %	MT stabilizer cytotoxicity %	Autophagy HCS	Autophagy HCS cell loss 18 h	bCat nuc transl
1	CCOc1cccc(OCC)c2c(C)[n+](CC3CCCO3)c(C)c1-2 (stereo not given)	i	-19.4%	-0.1	747	2.1	1.6	8.5	i	-4.2	-0.3
2	CCC12C=CCN3CCC4(c5cc(Br)c(OC)cc5N(C)C4C(O)(C(=O)OC)C1OC(C)=O)C32 (stereo not given)	i	26.3%	.	.	2.3	1.4	5.9	i	-29.2	2.0
3	CC1C(c2cccs2)=[N+]([O-])C(C)(C(=O)c2ccc(F)cc2)N1O (stereo not given)	i	.	.	.	2.7	2.0	3.5	i	-19.7	.
4	CN(C/N=C(\N)N[N+](=O)[O-])S(=O)(=O)c1ccccc1	i	1.9%	27.4	677	3.2	3.8	6.2	i	13.5	0.0
5	CC1CCCCN1Cc1c[nH]c2ccccc12 (stereo not given)	i	15.9%	1.9	721	.	.	.	.	.	-0.5
6	CC(C)C(=O)NC(Oc1ccccc1Cl)C(Cl)(Cl)Cl (stereo not given)	i	9.4%	-0.5	674	3.8	3.3	10.5	i	-3.7	0.7

item	bCat nuc transl cell count 5 µM	Dynein cargo inh	Dynein cargo inh cytoplasmic EGFP	Dynein cargo inh nuclear GR-EGFP	Dynein cargo inh cell count	WT yeast gro inh	WT yeast gro inh mutant strain	Ins promoter up	Ins promoter up cell count
1	1153	0.742	0.436	0.546	-1.6	16.3	26.0	-0.26	937
2	1275	-0.67	-0.215	0.146	-0.236	7.2	11.4	0.08	1433
3	.	-0.734	-0.189	-0.486	-0.0485	.	.	.	.
4	912	-0.718	-0.0597	-0.471	-0.281	0.8	-12.1	0.26	1653
5	1293	0.412	-0.161	0.371	0.299	.	.	-0.22	1080
6	1058	-0.169	-0.389	-0.075	0.191	-4.2	7.2	-0.64	1100

# The whole of this part, from the first entry:
item	SMILES	Yfh1-off respiration	HEK293 NOD2/NF-kB	Lipid droplet	Lipid droplet cells 6.5 µM	MT stabilizer	MT stabilizer Hoechst-high %	MT stabilizer cytotoxicity %	Autophagy HCS	Autophagy HCS cell loss 18 h	bCat nuc transl
1	CCOc1cccc(OCC)c2c(C)[n+](CC3CCCO3)c(C)c1-2 (stereo not given)	i	-19.4%	-0.1	747	2.1	1.6	8.5	i	-4.2	-0.3
2	CCC12C=CCN3CCC4(c5cc(Br)c(OC)cc5N(C)C4C(O)(C(=O)OC)C1OC(C)=O)C32 (stereo not given)	i	26.3%	.	.	2.3	1.4	5.9	i	-29.2	2.0
3	CC1C(c2cccs2)=[N+]([O-])C(C)(C(=O)c2ccc(F)cc2)N1O (stereo not given)	i	.	.	.	2.7	2.0	3.5	i	-19.7	.
4	CN(C/N=C(\N)N[N+](=O)[O-])S(=O)(=O)c1ccccc1	i	1.9%	27.4	677	3.2	3.8	6.2	i	13.5	0.0
5	CC1CCCCN1Cc1c[nH]c2ccccc12 (stereo not given)	i	15.9%	1.9	721	.	.	.	.	.	-0.5
6	CC(C)C(=O)NC(Oc1ccccc1Cl)C(Cl)(Cl)Cl (stereo not given)	i	9.4%	-0.5	674	3.8	3.3	10.5	i	-3.7	0.7
7	Cc1ccc(C)c(-n2c(C)nc3ccccc3c2=O)c1	i	-11.0%	1.1	698	.	.	.	.	.	3.3
8	Cn1c(O)c(/C=N/NC(=O)c2ccncc2)c(=O)[nH]c1=S	i	7.3%	-13.4	710	.	.	.	.	.	-2.2
9	CC(=NCC1CCCO1)c1c(O)n(-c2ccc(C)cc2)c(=O)[nH]c1=O (stereo not given)	i	6.7%	-1.4	777	1.4	1.9	7.1	i	-6.6	-3.6
10	Nc1c(C(=O)NCCc2ccccc2)c2nc3ccccc3nc2n1CCN1CCOCC1	i	1.1%	-5.1	673	2.6	2.3	19.7	i	41.1	2.1
11	CC(=NCCN1CCOCC1)c1c(O)n(Cc2ccccc2)c(=O)[nH]c1=O	i	-9.4%	.	.	3.5	1.0	1.0	i	-2.4	4.2
12	CN1C(=O)C(=Cc2sc(=O)n(-c3ccccc3)c2N2CCCCC2)C(=O)N(C)C1=O	i	12.0%	-7.7	663	.	.	.	.	.	0.5

item	bCat nuc transl cell count 5 µM	Dynein cargo inh	Dynein cargo inh cytoplasmic EGFP	Dynein cargo inh nuclear GR-EGFP	Dynein cargo inh cell count	WT yeast gro inh	WT yeast gro inh mutant strain	Ins promoter up	Ins promoter up cell count
1	1153	0.742	0.436	0.546	-1.6	16.3	26.0	-0.26	937
2	1275	-0.67	-0.215	0.146	-0.236	7.2	11.4	0.08	1433
3	.	-0.734	-0.189	-0.486	-0.0485	.	.	.	.
4	912	-0.718	-0.0597	-0.471	-0.281	0.8	-12.1	0.26	1653
5	1293	0.412	-0.161	0.371	0.299	.	.	-0.22	1080
6	1058	-0.169	-0.389	-0.075	0.191	-4.2	7.2	-0.64	1100
7	1306	1.47	-0.0868	0.776	-1.89	.	.	0.55	1035
8	1146	-0.0776	-0.263	-0.0724	0.335	.	.	0.19	1457
9	1192	-0.101	-0.12	0.0522	-0.191	2.1	-1.3	0.34	872
10	981	0.156	-0.166	0.204	-0.553	2.6	-9.3	-0.37	1188
11	1419	-0.389	0.108	-0.794	0.66	11.3	77.7	-0.09	1280
12	1368	0.06	-0.203	0.00297	0.362	.	.	0.04	1060

# Next part
item	SMILES	Yfh1-off respiration	HEK293 NOD2/NF-kB	Lipid droplet	Lipid droplet cells 6.5 µM	MT stabilizer	MT stabilizer Hoechst-high %	MT stabilizer cytotoxicity %	Autophagy HCS	Autophagy HCS cell loss 18 h	bCat nuc transl
13	COc1ccc(-c2nc(CS(=O)CC(=O)N3CCC4(CC3)OCCO4)c(C)o2)cc1 (stereo not given)	i	-6.7%	.	.	11.4	1.1	3.6	i	10.2	.
14	COc1ccc(N=Cc2c(O)n(Cc3ccccc3)c(=S)[nH]c2=O)c(OC)c1	i	14.6%	-4.7	709	.	.	.	.	.	-1.7
15	CSc1ccccc1C(=O)C1CCCN(Cc2ccncc2)C1 (stereo not given)	i	10.6%	-14.6	760	2.6	1.7	6.2	i	12.1	-1.5
16	CCOc1ccc(-n2c(O)c(C=Nc3ccc(NC(C)=O)cc3)c(=O)[nH]c2=O)cc1	i	-5.6%	18.0	705	.	.	.	.	.	-0.8
17	CCCCOC(=O)C1=C(N)OC2=C(C(=O)CCC2)[C@]12C(=O)N(C)c1ccccc12	i	9.9%	6.4	772	5.6	2.8	6.3	i	18.2	-8.0
18	CC(=O)N1CCC2(CC1)CC(=O)c1cc(OCC(=O)N3CCC4(CC3)OCCO4)ccc1O2	i	3.5%	-16.2	722	1.5	1.9	15.3	i	1.6	-1.2
19	Cc1cccnc1-n1c(-c2ccco2)nc2ccccc2c1=O	i	0.9%	.	.	2.3	1.7	11.3	i	-5.8	0.6
20	Cc1cccc(-n2c(-c3ccccc3)nc3ccccc3c2=O)n1	i	11.9%	-0.2	742	2.7	1.3	4.8	i	-4.9	-2.2
21	C=CCn1c(O)c(C(C)=NCc2cccnc2)c(=O)[nH]c1=O	i	-1.9%	-19.4	698	2.0	3.1	19.8	i	1.2	-0.5
22	CN1CCN(Cc2nc3ccccc3c(=O)[nH]2)CC1	i	0.4%	18.5	820	2.3	1.3	6.0	i	-5.4	-3.1
23	NS(=O)(=O)c1ccc(N=Nc2c(O)[nH]c(=S)[nH]c2=O)cc1	i	-14.4%	.	.	.	.	.	.	.	-1.3
24	Cc1ccc2c(c1)C1CN(C)CCC1N2C(=O)Nc1cccc(C(F)(F)F)c1 (stereo not given)	i	0.3%	-13.2	702	1.8	1.3	7.4	i	-5.6	0.1
25	Cn1cccc1/C=C1/C(=O)NC(=O)N(Cc2ccccc2)C1=O	i	4.5%	-14.4	585	6.0	4.1	12.9	i	7.9	64.2*
26	Cc1cccc(NC(=O)OC2CN3CCC2CC3)c1 (stereo not given)	i	12.0%	-1.1	696	.	.	.	.	.	-2.2

item	bCat nuc transl cell count 5 µM	Dynein cargo inh	Dynein cargo inh cytoplasmic EGFP	Dynein cargo inh nuclear GR-EGFP	Dynein cargo inh cell count	WT yeast gro inh	WT yeast gro inh mutant strain	Ins promoter up	Ins promoter up cell count
13	.	-0.0742	-0.0634	0.305	0.547	-1.3	-2.0	.	.
14	1209	1.34	0.056	0.651	0.0572	.	.	0.55	1238
15	988	0.794	-0.311	0.173	0.437	10.7	14.7	-0.08	1337
16	1319	-0.0814	0.156	0.34	-0.32	.	.	-0.21	1129
17	1051	0.257	-0.17	0.544	-0.0825	0.6	-8.6	0.29	952
18	1102	0.0226	-0.283	0.842	-0.791	15.2	-11.6	2.06	1150
19	1195	0.179	-0.205	0.256	-0.051	-1.3	-10.0	-0.4	1475
20	1031	0.142	-0.324	0.312	0.0888	-17.7	-10.5	-0.08	1336
21	1064	0.043	-0.188	-0.0068	-0.57	-0.7	-1.1	-0.3	1172
22	1166	1.43	0.238	1.46	-0.643	-3.7	-16.9	0.62	623
23	1227	0.589	-0.283	0.264	0.21	.	.	0.75	1441
24	1207	0.845	-0.0565	0.798	-0.398	4.1	5.4	0.9	875
25	313*	-0.469	-0.0566	-0.0336	1.4	-3.5	-5.9	0.48	1130
26	1114	0.291	-0.191	0.103	-0.122	.	.	-0.28	1462
